PTAP TSG101 blk – blocks PTAP/TSG101 interaction to inhibit HIV-1 budding; Q99816; Fluorescence polarization, FITC-PTAP peptide / Tsg101 binding; Potency, µM (highest dose often 115 µM), without a hit: at the highest dose activity change, negative = inhibition, actives largely listed as inhibitors; 340,000 tested, under 10 active; AID 493005; active = well fitted inhibition curve with a large enough effect in the main read-out, with a control signal flat, not every such curve was filed as active; inconclusive = small, poorly fitted or top-dose-only effect, or effect the other way, or a change in a side signal; inactive = no such curve, though single readings can be large or run the other way; also: potency is read from the fitted curve at half-maximal effect; % of control where 0% means no effect
Target sequence (Q99816 whole entry, looked up): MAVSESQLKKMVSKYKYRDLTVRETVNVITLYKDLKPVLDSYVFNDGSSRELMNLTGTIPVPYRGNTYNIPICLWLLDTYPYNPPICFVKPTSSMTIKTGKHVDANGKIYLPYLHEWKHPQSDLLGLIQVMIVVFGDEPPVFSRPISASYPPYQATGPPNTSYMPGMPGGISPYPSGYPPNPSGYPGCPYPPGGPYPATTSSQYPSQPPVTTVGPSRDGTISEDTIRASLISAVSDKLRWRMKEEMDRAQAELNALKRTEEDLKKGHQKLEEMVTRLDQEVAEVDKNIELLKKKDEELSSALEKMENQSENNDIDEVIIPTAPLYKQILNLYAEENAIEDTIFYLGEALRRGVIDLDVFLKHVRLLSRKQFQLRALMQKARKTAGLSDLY
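Steps: Tsg101 binding domain dispensed (10 uM final), compounds pinned in DMSO, FITC-labeled PTAP-motif peptide added (50 nM final); after 20 min binding at room temperature, polarization measured.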
USP2a inh – USP2a (human) protease inhibition | O75604 | USP2 core, Ub-CHOP2 coupled fluorogenic reporter, 485/531 | Potency, µM (titrated, usually from 38.3 µM), without a hit: at the top dose activity change, negative = inhibition, usual class: inhibitors | 0.01% of 330,000 active;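 also: potency is read from the fitted curve at half-maximal effect; plate controls were DMSO wells for no effect and full inhibition by NEM control for full effect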
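Cell-free coupled assay: 10nM USP2 core preincubated 30min RT with compound in Tris-HCl pH 8.0/CaCl2/CHAPS buffer, then 25nM Ub-CHOP2 and 25nM reporter substrate; fluorescence (Ex 485/Em 531) read after 60min RT, normalized to NEM inhibition, concentration-response curves fitted.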
Tb PFK block – inhibitors of T. brucei phosphofructokinase; O15648; T. brucei PFK, ADP-Glo luminescence; Potency, µM (top dose mostly 57.5 µM), without a hit: top-dose activity, negative = inhibition, actives largely listed as inhibitors; 0.17% of 330,000 active;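 also: potency is read from the fitted curve at half-maximal effect; 0% = uninhibited 1x PFK enzyme wells and -100% = no-enzyme wells; nearly all actives have a fitted effect of over 60% in size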
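Luminescent ADP detection (ADP-Glo, two-step: ATP depletion then ADP-to-ATP conversion for luciferase) reported PFK activity after 45 min room-temperature reaction of 1.25 nM enzyme with 0.5 mM F6P and 0.1 mM ATP at pH 8.0.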
Chronic BCR inh – chronic active BCR signaling inhibition; Potency, µM (series often up to 46.1 µM), inactives show at the top dose ratio change, negative = lower green/red ratio, most hits filed as inhibitors; ABC-DLBCL IkBa-CBG/CBR reporter, luminescence ratio, 4 h; 0.05% of 340,000 active; active = well fitted inhibition curve with a large enough effect in the signal ratio, with a control signal flat, not every such curve was filed as active; inconclusive = small, poorly fitted or top-dose-only effect, or effect the other way, or a change in a side signal; the % refers to the signal ratio;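 also: potency is read from the fitted curve at half-maximal effect; plate controls were basal doxycycline-induced cells for no effect and cells given 10 µM MG132 for full effect; MG132 reads +100%, hits lower the ratio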
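Doxycycline induced both beetle luciferases in TMD8 lymphoma cells; IKK-driven degradation limits the IkappaBalpha-fused green signal, while red luminescence normalises for cell number and nonspecific effects. Compounds tested up to 46 uM, 4 hrs.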
Mito fusion act – inhibitors of mitochondrial division or activators of mitochondrial fusion; Potency, µM (doses to about 46.1 µM), without a hit: top-dose growth rescue (activation), hits mostly activators; 0.23% of 320,000 active; S. cerevisiae fusion-defective mutant growth rescue, CellTiterGlo 48 h; AID 485298;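 also: potency is read from the fitted curve at half-maximal effect; % of control where 0% means no effect; nearly all actives have a fitted effect of over 45% in size; temperature-sensitive fusion mutants such as fzo1-1 at 37 °C on non-fermentable ethanol glycerol medium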
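Read-out: ATP-based luminescence (CellTiterGlo, 10 min ambient) reporting growth of fusion-defective ts yeast after 48 hours at 37C on glycerol/ethanol YPEG medium in the presence of compound.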
Eya2 inh – inhibitors of human Eya2 phosphatase activity; O00167; Potency, µM (series often up to 76.9 µM), without a hit: top-dose activity, negative = inhibition, hits mostly inhibitors; recombinant Eya2, OMFP fluorescence dephosphorylation (OMFP is methylfluorescein phosphate); 0.006% of 330,000 active; AID 488837; also: potency is read from the fitted curve at half-maximal effect; % is scaled to controls: 0 for no effect and ±100 for the full control effect
Target sequence (O00167 whole entry, looked up): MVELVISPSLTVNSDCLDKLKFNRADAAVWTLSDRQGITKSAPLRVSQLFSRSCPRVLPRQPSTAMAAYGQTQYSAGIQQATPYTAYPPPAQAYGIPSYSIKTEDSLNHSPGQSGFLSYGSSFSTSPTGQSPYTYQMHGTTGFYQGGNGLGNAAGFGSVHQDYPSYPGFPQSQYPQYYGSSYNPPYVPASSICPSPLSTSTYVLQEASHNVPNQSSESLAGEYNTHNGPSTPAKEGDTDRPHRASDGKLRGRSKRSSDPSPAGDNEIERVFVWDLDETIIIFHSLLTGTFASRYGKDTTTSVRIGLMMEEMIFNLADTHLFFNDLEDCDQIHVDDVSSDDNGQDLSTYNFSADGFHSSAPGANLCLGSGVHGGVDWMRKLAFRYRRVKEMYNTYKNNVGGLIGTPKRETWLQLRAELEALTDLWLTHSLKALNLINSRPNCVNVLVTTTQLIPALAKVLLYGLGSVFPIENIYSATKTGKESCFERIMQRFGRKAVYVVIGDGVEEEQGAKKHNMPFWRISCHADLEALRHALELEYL
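Eya2 protein (added as 0.2 uM solution) was preincubated with compound for 10 min at ambient temperature in 50 mM HEPES pH 7.5, 50 mM NaCl, 5 uM MgCl2, 0.05% BSA, 1 mM DTT. OMFP (added at 50 uM) then reacted 10 min; fluorescence read at 485/525 nm.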
B2AR arrestin – agonists driving beta-arrestin recruitment to human beta2-adrenergic receptor; Potency, µM (titrated, usually from 46.1 µM), for the others: at the highest dose activation, usual class: activators; beta-arrestin recruitment to beta2AR, cell-based reporter; P07550; 0.02% of 330,000 active;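 also: potency is read from the fitted curve at half-maximal effect; 0% = DMSO controls and full agonism = EC100 isoproterenol or metaproterenol; nearly all actives have a fitted effect of over 65% in size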
TCR activator – T cell receptor activation; AID 504894; primary human leukocytes, anti-CD3, IL-2 HTRF, 48 h; 330,000 tested, under 10 active; Potency, µM (highest dose often 9.22 µM), without a hit: top-dose activation of IL-2 secretion, usual class: activators; also: % of control where 0% means no effect
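1) Mix primary human leukocytes, a-CD3 beads and compound. 2) Incubate 48 hr. 3) Add HTRF IL-2 reagents (a-IL-2-K, a-IL-2-d2).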
TSHR antag – antagonists of human thyroid stimulating hormone receptor; activity change, negative = inhibition, % at 11.5 µM; P16473; TSHR-expressing cells, TSH-stimulated cAMP HTRF, 2 h; hits give low values; AID 504810; 0.2% of 330,000 active;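 active = activity change below a set negative limit, meaning inhibition stronger than a set level, cut at about -70% in these data; inconclusive = activity change between two set negative limits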; also: % is scaled to controls: 0 for no effect and ±100 for the full control effect
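TSHR-expressing cells were treated with compounds, then stimulated with TSH at EC80 (4nM final) for 2 hours at 37 deg C. Cellular cAMP was measured by HTRF competition between lysate cAMP and cAMP-d2 for a cryptate-labelled anti-cAMP antibody.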
uPA generation – inhibitors of cell surface uPA generation; Potency, µM (titrated, usually from 38.3 µM), without a hit: top-dose activity change, negative = inhibition, actives largely listed as inhibitors; 0.31% of 330,000 active; cell surface uPA generation assay, qHTS; AID 540303; active = well fitted inhibition curve with a large enough effect; inconclusive = small, poorly fitted or top-dose-only effect; inactive = no such curve, though single readings can be large or run the other way; tested in mouse RAW 264.7 cells; also: potency is read from the fitted curve at half-maximal effect; % is scaled to controls: 0 for no effect and ±100 for the full control effect; nearly all actives have a fitted effect of over 55% in size
ELG1 repair inh – blocks ELG1-dependent DNA repair in HEK293T cells. Potency, µM (top dose mostly 46.1 µM), inactives show top-dose activity change, negative = inhibition, actives largely listed as inhibitors. 2.3% of 330,000 active. HEK293T ELG1-luciferase reporter, luminescence, 16 h; DNA damage induced by 5-fluorouridine. AID 504467; also: potency is read from the fitted curve at half-maximal effect; % is scaled to controls: 0 for no effect and ±100 for the full control effect; nearly all actives have a fitted effect of over 55% in size
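Luminescence from the luciferase reporter, measured 30 min after ONE-Glo reagent at room temperature, was the read-out. Beforehand, 2,000 cells per well were exposed for 16 hr at 37 °C to 5-fluorouridine together with compound or vehicle.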
* = called active by the depositor; u = inconclusive; x = not tested or not shown; [ ] = another dose, or the depositor's remark. Unless noted, calls follow the shape of the dose curve; as a rule, active = well fitted curve in the direction sought with a large enough effect; inconclusive = small, poorly fitted or top-dose-only effect, or another doubt; inactive = no such curve, though single readings can be large; an effect the other way counts as inactive or inconclusive.

SMILES	PTAP TSG101 blk	USP2a inh	Tb PFK block	Chronic BCR inh	Mito fusion act	Eya2 inh	B2AR arrestin	TCR activator	TSHR antag	uPA generation	ELG1 repair inh
CCC(=O)c1ccc(N2CCN(C(=O)c3ccccc3F)CC2)c(F)c1	-2%	-1%	-1%	6%	10µM*	2%	0.1%	-31%	-11	4%	u
C1=CC(c2cc3ccccc3o2)OC(CCc2ccccc2)C1 (configuration not stated)	-1%	-1%	-4%	19%	-1%	-6%	-1.2%	-1%	-14	-6%	10%
O=C(CN1C(=O)C(=O)N(Cc2ccco2)C1=O)Nc1ccc(F)c(F)c1F	-2%	0%	1%	-2%	x	6%	-0.4%	-3%	4	-3%	-17%
COc1cccc(C(=O)Nc2ccc3c(c2)n(C)c(=O)n3C)c1	-1%	2%	1%	u	1%	6%	-0.1%	6%	-8	0%	u
Cc1cc(Oc2ccccc2)nc(-c2ccccc2)n1	-10%	-4%	2%	8%	-5%	-14%	-1.0%	x	7	x	u
Cc1cc(C)nc(N2CCC(C(=O)NCCc3ccccc3)CC2)n1	-9%	1%	0%	7%	1%	-1%	-0.1%	-11%	-3	1%	-28%
O=C(O)C1CC=CCC1C(=O)NNc1c(Cl)cc(Cl)cc1Cl (configuration not stated)	-1%	1%	-2%	1%	0%	0%	-0.2%	-1%	12	3%	5%
COC(=O)c1cccc(N(C(=O)c2cnccn2)C(C(=O)NCc2ccccc2)c2ccco2)c1 (configuration not stated)	-2%	0%	2%	0%	4%	7%	-0.3%	4%	-9	8%	u
COCc1cc(=O)[nH]c(SC)n1	-10%	1%	-1%	-7%	0%	-2%	-0.7%	2%	-2	0%	22%
Cc1ccc(-n2c(SCC(=O)N/N=C/C=C/c3ccccc3[N+](=O)[O-])nc3ccccc3c2=O)cc1	1%	-1%	3%	u	-6%	-9%	-1.0%	5%[46.1 µM]	24	9%	u
CC1CCN(CCC(=O)Nc2ccccc2)CC1	0%	0%	2%	-6%	-8%	-21%	0.3%	2%	4	0%	3%
Cc1ccc(S(=O)(=O)N2CCN(CC(=O)N(CC(C)C)c3c(N)n(CC(C)C)c(=O)[nH]c3=O)CC2)c(C)c1	-3%	4%	7%	1%	-9%	0%	-0.1%	x	-2	x	-14%
CCCN1C2CCCC1CC(NC(=O)c1ccccc1)C2 (configuration not stated)	-6%	0%	1%	14%	-2%	-16%	-0.8%	x	5	-3%	15%
N#Cc1cnn2c3c(cnc12)C(=O)N1CCc2ccccc2C1C3 (configuration not stated)	-3%	-2%	4%	-2%	-1%	-8%	-0.8%	3%	7	-2%	10%
C[C@H]1CN=C(N(C)C)N1CC1CCC(C(C)(C)C)CC1 (some centres not stated)	1%	0%	-3%	u	-8%	4%	-0.1%	-4%	-4	u	-19%
CN(C)c1ccc(/C=C2\SC(=O)N(CCc3nnc(N)s3)C2=O)cc1	u	1%	5%	u	2%	15%	0.0%	-3%	3	-5%	u
COc1ccc(CCNC(=O)CNCCc2ccc(F)cc2)cc1	-3%	4%	2%	4%	-11%	6%	0.6%	4%	-5	-2%	-5%
COc1cc2ccccc2cc1C(=O)NC(=S)Nc1cccc(C(=O)O)c1C	-10%	-1%	1%	-1%	u	10%	-0.2%	0%	-3	3%	20%
CC(=O)N1CCCc2cc(S(=O)(=O)Nc3ccc(C)cc3C)ccc21	-6%	-1%	-6%	-1%	2%	4%	-0.8%	-4%	1	0%	-1%
CCOc1cc(/C=C2/NC(=O)N(CC(=O)OC)C2=O)ccc1OC	1%	6%	-3%	u	5%	14%	-0.3%	x	-6	-6%	0%
S=C(NCc1ccccc1)Nc1ccc2ccccc2c1	0%	3%	1%	u	-9%	0%	13%	2%	3	-6%	u
CCOc1cccc(OCCCCN2CCOCC2)c1	-2%	2%	5%	u	2%	-2%	3.4%	-2%	20	1%	26%
CCOC(=O)C(=CNCC(=O)OC)C(=O)OCC	-1%	1%	-3%	0%	-5%	6%	0.0%	-4%	-2	-1%	3%
C[C@H](CO)N1C[C@H](C)[C@@H](CN(C)C(=O)NC2CCCCC2)Oc2c(NC(=O)Nc3ccc(C(F)(F)F)cc3)cccc2C1=O	-1%	-6%	0%	4%	x	-9%	-0.1%	-4%	5	-14%	u
Cc1cc(NS(=O)(=O)c2ccc(NC(=S)NC(=O)/C=C/c3ccccc3)cc2)no1	-1%	4%	24%	u	-1%	-2%	0.4%	3%	-15	-9%	3%
CCOC(=O)C1=C(CNC2CCCCC2)NC(=O)NC1c1cc(C)ccc1C (configuration not stated)	-2%	-6%	-1%	14%	-2%	-31%	2.8%	3%	-1	6%	-28%
C[C@H](CO)N1C[C@H](C)[C@@H](CN(C)C(=O)Nc2ccc(C(F)(F)F)cc2)Oc2c(cccc2N(C)C)C1=O	-1%	1%	-2%	0%	x	-29%	-0.7%	-2%	4	11%	10%
CCN=C1Sc2nc3ccc(OCC)cc3cc2CN1CCOC	-4%	1%	0%	u	-5%	13%	0.0%	-2%	-5	-6%	u
CCN(CC)S(=O)(=O)c1cc(C(=O)N(C)CC(=O)Nc2ccc(Cl)cc2)ccc1Cl	-5%	-1%	1%	5%	12%	-2%	2.2%	-3%[46.1 µM]	3	0%	-19%
CCn1c(/C=C/N(C(C)=O)c2ccccc2)[n+](CC)c2ccc(Cl)cc21	-1%	2%	0%	-3%	-6%	-3%	-1.4%	-5%[46.1 µM]	8	u	0%
Nc1nc(-c2cccc(F)c2)cs1	-1%	2%	-1%	6%	-3%	3%	-0.2%	-6%	-17	1%	8%
Cc1ccsc1-c1n[nH]c(=S)n1C1CCCCC1	0%	6%	0%	1%	4%	-1%	-0.1%	1%[46.1 µM]	-29	1%	-10%
O=C(O)CCCNC(=O)c1cncc(Br)c1	-1%	-1%	2%	1%	3%	16%	0.1%	-4%	-3	0%	-3%
Cc1c(C(=O)N(Cc2cccs2)C2CCS(=O)(=O)C2)oc2ccccc12 (configuration not stated)	-6%	4%	0%	0%	2%	-5%	0.2%	-2%	-3	x	u
Cc1ccc(S(=O)(=O)Nc2cccc(/C=C/C(=O)O)c2)cc1	-2%	1%	0%	-14%	3%	15%	0.3%	14%	-6	2%	u
Cc1ccc(N(C(C)C(=O)O)S(=O)(=O)c2cccnc2)cc1 (configuration not stated)	-2%	8%	2%	20%	-3%	-37%	0.0%	3%	28	-3%	6%
O=C(NCCN1CCOCC1)c1cccc(NS(=O)(=O)c2ccc(Br)cc2)c1	-3%	1%	-10%	21%	-1%	11%	-0.9%	3%	-2	1%	19%
Cc1cc(=O)oc2cc(OCC(=O)OCC(=O)NC(=O)NC(C)C)ccc12	-5%	3%	-6%	u	1%	8%	0.0%	-2%	-8	-3%	9%
Cc1ccc(NC(=O)Nc2nnc(CSCCOc3ccc(Cl)cc3)s2)cc1	-5%	2%	6%	-2%	0%	-7%	0.0%	-3%[46.1 µM]	-1	5%	u
O=C(CN1C(=O)C2CC=CCC2C1=O)OCC(=O)c1ccc(Cl)c([N+](=O)[O-])c1 (configuration not stated)	-1%	-2%	-10%	u	0%	-5%	0.4%	-2%	-9	-4%	13%
Cc1ccc2c(Cl)c(C(=O)NCCc3ccccc3)sc2c1	-6%	3%	7%	1%	1%	1%	4.3%	-1%[46.1 µM]	-10	2%	u

Rewritten in markdown: part of the list above.
| SMILES | PTAP TSG101 blk | USP2a inh | Tb PFK block | Chronic BCR inh | Mito fusion act | Eya2 inh | B2AR arrestin | TCR activator | TSHR antag | uPA generation | ELG1 repair inh |
| --- | --- | --- | --- | --- | --- | --- | --- | --- | --- | --- | --- |
| CCOC(=O)C1=C(CNC2CCCCC2)NC(=O)NC1c1cc(C)ccc1C (configuration not stated) | -2% | -6% | -1% | 14% | -2% | -31% | 2.8% | 3% | -1 | 6% | -28% |
| C[C@H](CO)N1C[C@H](C)[C@@H](CN(C)C(=O)Nc2ccc(C(F)(F)F)cc2)Oc2c(cccc2N(C)C)C1=O | -1% | 1% | -2% | 0% | x | -29% | -0.7% | -2% | 4 | 11% | 10% |
